D2 antagonist: D2 dopamine receptor (human) antagonism; HEK293 TREx D2 cells, calcium flux, dopamine EC80; inhibition, % at 10 µM; 2% of 340,000 active; AID 485344; in the data active = inhibition above about 30%; also: 0% is about no effect
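Antagonism is scored as inhibition of an EC80 dopamine-evoked calcium signal in a force-coupled, tetracycline-inducible HEK293 T-REx D2 line, with compound present 180 s before agonist.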
ERG-DNA inh: ERG Ets/DNA interaction inhibition. P11308. fluorescence polarization, His-ERG Ets domain / labelled DNA. Potency, µM (highest dose often 76.9 µM), inactives show top-dose FP activity, negative = inhibition, usual class: inhibitors. 0.028% of 370,000 active. AID 624246; active = well fitted inhibition curve with a large enough effect in the polarisation, with a control signal flat; inconclusive = small, poorly fitted or top-dose-only effect, or effect the other way, or a change in a side signal; inactive = no such curve, though single readings can be large or run the other way; the % refers to the polarisation;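 also: polarization taken with two DNA probes labelled with fluorescein and Texas red; potency is read from the fitted curve at half-maximal effect; % of control where 0% means no effect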
Target sequence (P11308 whole entry, looked up, the tested form may be a part): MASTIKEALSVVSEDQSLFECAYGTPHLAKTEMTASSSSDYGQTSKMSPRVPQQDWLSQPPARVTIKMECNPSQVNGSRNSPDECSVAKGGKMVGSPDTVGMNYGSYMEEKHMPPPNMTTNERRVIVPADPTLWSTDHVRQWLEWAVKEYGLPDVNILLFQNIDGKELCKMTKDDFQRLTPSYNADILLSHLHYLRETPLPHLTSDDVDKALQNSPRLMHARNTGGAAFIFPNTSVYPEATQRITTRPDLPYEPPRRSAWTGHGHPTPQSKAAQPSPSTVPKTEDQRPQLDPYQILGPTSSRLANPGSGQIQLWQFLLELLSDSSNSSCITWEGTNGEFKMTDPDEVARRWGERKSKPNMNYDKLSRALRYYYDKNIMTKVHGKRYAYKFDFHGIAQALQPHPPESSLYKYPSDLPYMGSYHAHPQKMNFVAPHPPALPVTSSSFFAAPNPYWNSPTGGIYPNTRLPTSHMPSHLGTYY
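His-tagged ERG Ets domain (1 uM in the protein solution; 300mM KCl, 50mM Tris-HCl, 1mM EDTA, 1mM DTT, pH 7.5) received compound, then a probe mix of 5 nM fluorescein-DNA and 100nM Texas-615-DNA. Fluorescence polarization was read for both dyes.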
LDHA block: blocks human lactate dehydrogenase A | activity change, % (values are at about 110 or 230 µM) | 0.15% of 480,000 active | purified LDHA, NADH/diaphorase-resazurin fluorescence; hits give low values | AID 1347041 | P00338; in the data active = activity change below about -30%; inconclusive = mostly about -25% to -30%;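 also: plate controls were DMSO wells for no effect and wells without enzyme for full effect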
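Human LDH5 at 2 nM final in Tris HCl pH 7.4 with 0.06 mM NADH and 0.2 mM pyruvate, reacted 5 minutes at room temperature. Remaining NADH coupled via diaphorase/resazurin; resorufin fluorescence read at 0 and 20 minutes, normalized to enzyme-free and DMSO wells.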
Vif-APOBEC3G blk: Vif-A3G binding inhibition; Q9HC16; HeLa A3G-eYFP + Vif (tagged APOBEC3G with the HIV-1 protein that degrades it), YFP fluorescence, overnight; Potency, µM (titrated, usually from 46.1 µM), for inactives: at the top dose activity, negative = active, hits mostly inhibitors; 0.076% of 410,000 active; AID 602310;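 also: potency is read from the fitted curve at half-maximal effect; % is scaled to controls: 0 for no effect and ±100 for the full control effect; nearly all actives have a fitted effect of over 60% in size; hits raise eYFP signal because A3G escapes Vif-driven loss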
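Read-out is eYFP fluorescence (Ex 488/Em 500-530) from Vif-expressing HeLa A3G-eYFP cells; more signal means A3G escaped Vif-mediated degradation. Cells plated overnight, compound pinned in, incubated overnight at 37 deg C.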
Glioma ERSR ind: induces the endoplasmic reticulum stress response in human glioma cells. U87-MG GRP78 promoter luciferase reporter, 16 h. Potency, µM, for the others: top-dose activation, most hits filed as activators. 0.02% of 420,000 active; also: potency is read from the fitted curve at half-maximal effect; series mostly up to about 76 µM; % of control where 0% means no effect; nearly all actives have a fitted effect of over 35% in size
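Stably transfected U87-MG human glioma cells carrying a GRP78-based luminescent sensor were seeded at 1000 cells/well, pin-dosed with compounds and incubated 16 h. Luciferase reagent was then added, and end-point luminescence was read after 10 min at room temperature.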
RGS4 inhibitor: human RGS4 inhibition | Transcreener GDP fluorescence polarization, RGS4-accelerated GTP hydrolysis | Potency, µM (titrated, usually from 114 µM), for inactives: at the highest dose activity change, negative = inhibition, actives largely listed as inhibitors | 0.039% of 390,000 active | AID 504845; also: potency is read from the fitted curve at half-maximal effect; % is scaled to controls: 0 for no effect and ±100 for the full control effect; nearly all actives have a fitted effect of over 75% in size; some results filed as inactive show a strong effect at the top dose
Target sequence (P49798 whole entry, looked up): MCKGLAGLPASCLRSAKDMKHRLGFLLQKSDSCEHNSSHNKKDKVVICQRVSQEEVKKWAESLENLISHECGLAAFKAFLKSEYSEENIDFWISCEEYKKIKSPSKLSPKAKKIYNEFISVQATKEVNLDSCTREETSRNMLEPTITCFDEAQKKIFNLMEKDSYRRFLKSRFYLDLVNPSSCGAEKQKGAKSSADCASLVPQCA
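MLSMR compounds (23 nl, pin-transferred) preincubated 10 min at room temperature with a 500nM (2x) first reagent, then RGS4 at 900nM (2x) plus Transcreener GDP mix added; fluorescence polarization (620/688 nm) read before and after 90 min at 30 °C.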
ALOX12 inh: inhibitors of human 12S-lipoxygenase ALOX12; Potency, µM (titrated, usually from 108 µM), for inactives: at the top dose activity change, negative = inhibition, usual class: inhibitors; purified 12hLO, xylenol orange hydroperoxide absorbance; P18054; AID 1671190; 1.1% of 580,000 active; also: potency is read from the fitted curve at half-maximal effect; % is scaled to controls: 0 for no effect and ±100 for the full control effect
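Purified human 12hLO (150 nM final) in 25 mM Hepes, 0.01% Triton X-100, pH 7.0 was preincubated 15 min at room temperature with compound. Then 40 uM arachidonic acid was added, 30 min. Hydroperoxide was read by Fe-XO absorbance ratio 573/405 nm.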
D2 ag: agonists of human D2 dopamine receptor. P14416. HEK293 T-REx D2 cells, calcium flux agonist mode. activation, % at 2 µM. 0.53% of 340,000 active. AID 485358;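 active = activation over 3 SD above normal in the single-dose calcium agonist read, cut at about 30% in these data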; also: 0% is about no effect
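Calcium-flux readout, 1 cycle/sec over 180 s following compound pin transfer, in inducible HEK293 Trex D2 cells (force-coupled); dopamine controls included. Positive calcium responses during this window marked compounds as potential agonists.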
Vif-A3F inh: inhibitors of Vif-A3F interaction; 0.2% of 390,000 active; Potency, µM (series often up to 46.1 µM), for inactives: at the highest dose activity, negative = active; AID 602313; HeLa A3F-eYFP + Vif (tagged APOBEC3F with the HIV-1 protein that degrades it), YFP fluorescence increase; also: potency is read from the fitted curve at half-maximal effect; % of control where 0% means no effect; nearly all actives have a fitted effect of over 65% in size
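HeLa cells stably expressing A3F-eYFP plus Vif, plated and incubated overnight at 37 deg C, then exposed to compounds overnight at 37 deg C. Blocked degradation read as raised yellow fluorescence (Ex 488/Em 500-530).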
Active calls of the source: *; ? = inconclusive; . = not tested or not shown; & = joins results of further samples; [ ] = another dose, or the depositor's remark. Unless noted, calls follow the shape of the dose curve; as a rule, active = well fitted curve in the direction sought with a large enough effect; inconclusive = small, poorly fitted or top-dose-only effect, or another doubt; inactive = no such curve, though single readings can be large; an effect the other way counts as inactive or inconclusive. The list is partial; the hit share may differ from the screen's.

canonical_smiles,D2 antagonist,ERG-DNA inh,LDHA block,Vif-APOBEC3G blk,Glioma ERSR ind,RGS4 inhibitor,ALOX12 inh,D2 ag,Vif-A3F inh
COc1ccc(C2=NN(C(=O)/C=C/c3ccccc3)C(c3ccccc3)C2)c(OC(C)=O)c1 (configuration not stated),-12,2%,-1,-4%,-7%,-21%,2%,2.2,4%
CCCCCC1CCC(C(=O)O)CC1 (configuration not stated),16,2%,0,2%,4%,-28%,0%,-0.2,-2%
O=C(NCc1ccc(F)cc1)c1cc(-c2ccc(Cl)cc2)n[nH]1,.,10%,-12,-1%,-3%,4%,-2%,-0.5,-4%
N#C/C(=C\c1ccco1)C(=O)Nn1cnnc1,.,8%,2,1%,5%,15%,?,.,13%
Cc1ccc(COC(=O)NCc2cccnc2)cc1,-5,2%,-2,0%,-4%,10%,0%,-0.2,0%
O=S(=O)(Nc1ccc2c(c1)nc1n2CCN(Cc2ccccc2)C1)c1ccc(F)cc1,0,-4%,-4,-2%,-3%,-2%,-13%,-0.6,5%
O=C1N[C@@H](c2ccccc2)COC(=O)[C@H](Cc2ccc(F)cc2)C/C=C\C[C@H]1CC(=O)N(CCO)Cc1ccccc1,.,12%,1,-4%,-4%,5%,-6%,.,2%
O=C(/C=C/c1cccs1)N1CCN(c2ccccc2)CC1,2,-8%,-9,-3%,6%,12%,-5%,-0.5,-11%
CC(Sc1cccc(C(F)(F)F)c1)C(=O)NC(N)=O (configuration not stated),13,.,-15,0%,-5%,16%,-8%,-0.8,-2%
Cc1cc(C)c(S(=O)(=O)Nc2ccncc2)cc1C,-11,-1%,-7,-2%,0%,-2%,234%[activator],1.0,18%
CNC(=O)CC(CC(=O)c1ccccc1)c1ccccc1 (configuration not stated),17,-7%,-3,0%,-4%,-18%,4%,-0.1,-7%
CCOc1cc(/C=N/Nc2ncc(C)c(=O)[nH]2)ccc1O,-14,16%,1,-15%,10%,-48%,0%,-1.0,-1%
Cn1c2c(c(=O)n(C)c1=O)C(NS(=O)(=O)c1ccc(Cl)cc1)(C(F)(F)F)C(=O)N2 (configuration not stated),1,-10%,-4,1%,8%,-9%,6%,0.1,-12%
O=S(=O)(c1ccc2c(c1)oc1ccccc12)N1CCOCC1,23,0%,-1&2,1%,-5%,28%,3%&6%,-0.3,6%
CCN(CC)S(=O)(=O)c1ccc(NC(=O)c2ccc3c(=O)n4c(nc3c2)CCCCC4)cc1,.,-1%,3,0%,-5%,4%,5%,0.0,-5%
COc1ccc(C(=O)Cn2nnc(-c3ccccc3NC(=O)C(F)(F)F)n2)cc1,-4,-4%,1,2%,-2%,-18%,-53%,1.4,-4%
Cc1c(N=C/C=C/c2ccccc2)cnn1C,6,-2%,-2,-4%,2%,-18%,-3%,-0.3,4%
CCn1c(SC)nc2c([nH]c3ccccc32)c1=O,.,3%,-2,10%,0%,-33%,-7%,0.1,0%
O=C(COc1ccc(Cl)cc1)OCc1csc(Nc2ccccc2)n1,13,-14%,-3,-1%,3%,5%,-20%,-1.4,0%
COc1ccc(C(=O)CCC(=O)NC2=NCCS2)cc1,2,-3%,-3,-1%,-4%,-24%,4%,-1.4,-1%
CN(C)c1ccc(C2NCC(CCl)O2)cc1 (configuration not stated),-6,-3%,14,-8%,-4%,-32%,-18%,0.1,-7%
CCCSc1sc(C(=O)OC)c(-c2cccs2)c1C#N,.,-8%,-14,-7%,-11%,-3%,9%,.,-4%
CC(C)(C)SCCNS(=O)(=O)c1ccc(F)cc1,-6,2%,4,0%,-4%,-27%,-22%,0.6,0%
COc1ccc(N2CCN(C(=S)NC(=O)c3cccs3)CC2)c([N+](=O)[O-])c1,2,1%,-7,0%,-1%,-26%,?,-0.7,-6%
Cc1c(NC(=O)CS(=O)(=O)c2ccccc2)c(=O)n(-c2ccccc2)n1C,-2,4%,0,-3%,-5%,8%,-12%,0.6,-2%
CCOc1ccc(C(=O)Nc2nnc(S(=O)(=O)Nc3ccccc3C)s2)cc1,1,-5%,-14,-9%,-1%,20%,4%[57.4 µM],-0.8,1%
CCOC(=O)C1=CN(CC2CCCCC2)CCC1=O,.,-2%,-17,-2%,0%,-6%,2%,.,-3%
Cc1nc2nncn2c(Nc2ccc(F)cc2)c1C,.,4%,-4,8%,-3%,-5%,0%,0.7,11%
CC(C)CCNC(=O)c1ccc(CS(=O)(=O)Cc2ccccc2F)o1,7,-6%,0,3%,-3%,-17%,5%,0.6,-8%
O=c1c(-c2ccccc2)coc2c(CN3CCCCC3)c(O)ccc12,-4,-11%,-12,3%,-2%,-7%,0%,0.8,3%
O=C(CCS(=O)(=O)c1ccccc1)Nc1nc(-c2cccs2)cs1,-10,1%,-1,-25%,-3%,0%,-7%,0.1,-8%
CCOC(=O)C(NC(=O)c1ccc(OC)cc1)(N1CCCC1=O)C(F)(F)F (configuration not stated),6,-5%,-7,-1%,-4%,2%,12%,2.4,1%
CC(=O)c1cccc(NC(=O)Cn2cnc(S(=O)(=O)N3CCc4ccccc43)c2)c1,15,-4%,0,3%,-4%,22%,-27%,0.3,-2%
O=C(O)CSC1CC(=O)N(c2ccc(Cl)cc2)C1=O (configuration not stated),-13,2%,-2,0%,-2%,38%,-25%,0.4,2%
CC(C)c1nc(CNC(=O)c2cc(COc3c(F)cccc3F)on2)cs1,3,-1%,-5,-7%,-7%,-9%,-1%,0.0,-5%
Cc1ccc2cccc(S(=O)(=O)N3CCCc4ccccc43)c2n1,3,10%,-1,0%,-2%,-6%,-1%,2.6,-12%
O=c1[nH]c(SCc2ccc([N+](=O)[O-])cc2)nc2[nH]ncc12,18,1%,-4,-2%,1%,-3%,-3%,-0.2,-5%
CC(NS(=O)(=O)c1ccc2c(c1)c(=O)n(C)c(=O)n2C)C(=O)NC1CCCCC1 (configuration not stated),-13,7%,0,0%,1%,11%[56.9 µM],-4%,0.2,2%
CCOc1ccc(OCC(=O)OC(C)C(=O)NC2CCCC2)cc1 (configuration not stated),.,-22%,1,5%,-3%,-14%,?,.,1%

10 entries from above in a different format.
Sequence of screens – D2 antagonist | ERG-DNA inh | LDHA block | Vif-APOBEC3G blk | Glioma ERSR ind | RGS4 inhibitor | ALOX12 inh | D2 ag | Vif-A3F inh
- Cc1c(NC(=O)CS(=O)(=O)c2ccccc2)c(=O)n(-c2ccccc2)n1C
 : -2 | 4% | 0 | -3% | -5% | 8% | -12% | 0.6 | -2%
- CCOc1ccc(C(=O)Nc2nnc(S(=O)(=O)Nc3ccccc3C)s2)cc1
 : 1 | -5% | -14 | -9% | -1% | 20% | 4%[57.4 µM] | -0.8 | 1%
- CCOC(=O)C1=CN(CC2CCCCC2)CCC1=O
 : . | -2% | -17 | -2% | 0% | -6% | 2% | . | -3%
- Cc1nc2nncn2c(Nc2ccc(F)cc2)c1C
 : . | 4% | -4 | 8% | -3% | -5% | 0% | 0.7 | 11%
- CC(C)CCNC(=O)c1ccc(CS(=O)(=O)Cc2ccccc2F)o1
 : 7 | -6% | 0 | 3% | -3% | -17% | 5% | 0.6 | -8%
- O=c1c(-c2ccccc2)coc2c(CN3CCCCC3)c(O)ccc12
 : -4 | -11% | -12 | 3% | -2% | -7% | 0% | 0.8 | 3%
- O=C(CCS(=O)(=O)c1ccccc1)Nc1nc(-c2cccs2)cs1
 : -10 | 1% | -1 | -25% | -3% | 0% | -7% | 0.1 | -8%
- CCOC(=O)C(NC(=O)c1ccc(OC)cc1)(N1CCCC1=O)C(F)(F)F (configuration not stated)
 : 6 | -5% | -7 | -1% | -4% | 2% | 12% | 2.4 | 1%
- CC(=O)c1cccc(NC(=O)Cn2cnc(S(=O)(=O)N3CCc4ccccc43)c2)c1
 : 15 | -4% | 0 | 3% | -4% | 22% | -27% | 0.3 | -2%
- O=C(O)CSC1CC(=O)N(c2ccc(Cl)cc2)C1=O (configuration not stated)
 : -13 | 2% | -2 | 0% | -2% | 38% | -25% | 0.4 | 2%

Bioassay records: PubChem, National Center for Advancing Translational Sciences (NCATS)
